# Source: PubChem (several laboratories)
# MOR-DOR inv ag: inverse agonists of MOR-DOR heterodimerization, primary screen, cell-based, luminescence; cell-based MOR-DOR heterodimer luminescence, inverse agonism; inhibition, % at 9.3 µM; actives 0.21% (n = 340,000); in the data active means inhibition above about 22%, passing the limit was not always enough;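 further: 0% = cells with DMSO and 100% = wells without cells with DMSO; values of inactives mirror those of a sister screen read the other way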
# CAL-PDZ inh HTS: untagged CAL PDZ binding inhibitors, primary screen, biochemical, fluorescence polarization, HTS; Golgi-associated PDZ and coiled-coil motif-containing protein (Homo sapiens), Q9HD26; purified CAL PDZ, TMR-peptide fluorescence polarization, 1 h; inhibition, % at 24.9 µM; actives 0.92% (n = 300,000); AID 602252, 2012;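 active means mean inhibition of at least 30% with at least half of replicates also reaching 30%; inconclusive means no clear call, values can overlap the other calls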;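 further: 0% = DMSO neutral control and 100% = excess unlabeled competitor peptide PRC23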
# HTR5A inv ag: HTR5A inverse agonists in luminescence cell assay, primary screen, counter-screen for OPRM1-OPRD1 heterodimer inverse agonist project, full-deck HTS; 5-hydroxytryptamine receptor 5A (Homo sapiens), P47898; HTR5A cell line, inverse agonism; inhibition, % at 9.3 µM; actives 0.083% (n = 340,000); in the data active means inhibition mostly above about 23%, no sharp cut-off; inactive means mostly below about 18%;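 further: 0% = cells with DMSO and 100% = no-cell wells with DMSO; some compounds called inactive have numbers as strong as hits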
# Target sequence (P47898 whole entry, looked up): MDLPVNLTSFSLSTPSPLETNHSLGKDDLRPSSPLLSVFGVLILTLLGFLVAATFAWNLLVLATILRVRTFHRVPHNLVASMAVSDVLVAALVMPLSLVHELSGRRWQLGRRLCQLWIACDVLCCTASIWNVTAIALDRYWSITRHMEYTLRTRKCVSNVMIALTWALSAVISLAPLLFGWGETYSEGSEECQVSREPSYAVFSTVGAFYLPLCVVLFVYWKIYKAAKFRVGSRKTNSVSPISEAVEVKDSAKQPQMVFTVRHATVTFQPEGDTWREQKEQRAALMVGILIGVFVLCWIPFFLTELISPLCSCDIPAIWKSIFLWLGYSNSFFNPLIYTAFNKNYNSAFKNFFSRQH
# MOR-DOR ag: agonists of OPRM1-OPRD1 heterodimerization, primary screen, cell-based, luminescence; cells; activation, % at 9.3 µM; actives 0.3% (n = 340,000); AID 504326, 2011; in the data active means activation above about 18%;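 further: 0% = vehicle-treated cells and 100% = reference agonist; values of inactives mirror those of a sister screen read the other way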
# HTR5A ag: HTR5A agonists in luminescence cell assay, primary screen, counter-screen for OPRM1-OPRD1 heterodimer agonist project, full-deck HTS. cell-based. AID 504692, 2011. 5-hydroxytryptamine receptor 5A (Homo sapiens), P47898. activation, % at 9.3 µM. actives 0.61% (n = 340,000); in the data active means activation mostly above about 9.5%, no sharp cut-off; inactive means mostly below about 7.6%;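 further: 0% = cells with vehicle only and 100% = reference agonist; strong numbers were not always called active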
# RTF Ca sens inh: cardiac RTF calcium sensitivity inhibitors, primary screen, biochemical, IANBD-TnC fluorescence, EC70 calcium; Troponin I, cardiac muscle (Homo sapiens) + Troponin T, cardiac muscle (Homo sapiens) + …; IANBD-labeled cardiac RTF, Ca2+ fluorescence; inhibition, % at 7.15 µM; actives 0.12% (n = 340,000); AID 493244, 2011;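 active means inhibition above the mean inhibition of all tested compounds plus 3 SD, cut at about 17% in these data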;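 further: assay run at fixed EC70 calcium of 1.6 mM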
# C-LANA FP: inhibitors of KSHV C-LANA binding to DNA, primary screen, biochemical, fluorescence polarization, FAM-LBS DNA, MBP-C-LANA, single point | Kaposi's sarcoma herpesvirus LANA C-terminal domain (residues 932-1162) DNA binding | inhibition, % at 9 µM | actives 0.078% (n = 340,000) | AID 504423, 2011;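 active means highest replicate inhibition at or above 60% at 9 µM, even if other replicates fall short; inactive means all replicates below 60% inhibition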;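 further: 0% = neutral control wells and 100% = 4 µM acridine orange control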
# V-ATPase pHluor: regulators of yeast V-ATPase proton pumping, primary screen, pHLuorin cytosolic pH fluorescence; S. cerevisiae; response, % at 10 µM; actives 0.37% (n = 350,000); AID 504577, 2011; in the data active means response mostly above about 7.3%, no sharp cut-off; inactive means mostly below about 5.4%; further: actives read high; inactives centre near 0; some compounds called inactive have numbers as strong as hits; reference of the scale not given here
# RTF Ca sens act: cardiac RTF calcium sensitivity activators, primary screen, biochemical, IANBD-TnC fluorescence, EC20 calcium | actives 0.24% (n = 340,000) | activation, % at 7.2 µM | Troponin I, cardiac muscle (Homo sapiens) + Troponin T, cardiac muscle (Homo sapiens) + … | IANBD-labeled TnC RTF fluorescence at EC20 calcium; 0% EC20 calcium, 100% full calcium;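 active means activation above the mean over all tested compounds plus 3 SD, cut at about 30% in these data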;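 further: rise in fluorescence read as greater calcium sensitivity of cardiac thin filaments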
# Keap1-Nrf2 PPI: Keap1-Nrf2 protein-protein interaction inhibitors, primary screen, biochemical, fluorescence polarization, single point. Kelch-like ECH-associated protein 1 (Homo sapiens), Q14145. Keap1 Kelch-Nrf2 peptide fluorescence polarization, 1536-well. inhibition, % at 9.4 µM. actives 0.15% (n = 340,000). AID 504523, 2011; in the data active means inhibition above about 12%; inconclusive means no clear call, values can overlap the other calls; inactive means below about 7.3%;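 further: human Keap1 Kelch domain with fluorescein labeled Nrf2 9mer peptide probe; 0% = neutral control wells and 100% = peptide positive control; higher means more block of Keap1 binding to Nrf2 peptide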
# Target sequence (Q14145 whole entry, looked up, the tested form may be a part): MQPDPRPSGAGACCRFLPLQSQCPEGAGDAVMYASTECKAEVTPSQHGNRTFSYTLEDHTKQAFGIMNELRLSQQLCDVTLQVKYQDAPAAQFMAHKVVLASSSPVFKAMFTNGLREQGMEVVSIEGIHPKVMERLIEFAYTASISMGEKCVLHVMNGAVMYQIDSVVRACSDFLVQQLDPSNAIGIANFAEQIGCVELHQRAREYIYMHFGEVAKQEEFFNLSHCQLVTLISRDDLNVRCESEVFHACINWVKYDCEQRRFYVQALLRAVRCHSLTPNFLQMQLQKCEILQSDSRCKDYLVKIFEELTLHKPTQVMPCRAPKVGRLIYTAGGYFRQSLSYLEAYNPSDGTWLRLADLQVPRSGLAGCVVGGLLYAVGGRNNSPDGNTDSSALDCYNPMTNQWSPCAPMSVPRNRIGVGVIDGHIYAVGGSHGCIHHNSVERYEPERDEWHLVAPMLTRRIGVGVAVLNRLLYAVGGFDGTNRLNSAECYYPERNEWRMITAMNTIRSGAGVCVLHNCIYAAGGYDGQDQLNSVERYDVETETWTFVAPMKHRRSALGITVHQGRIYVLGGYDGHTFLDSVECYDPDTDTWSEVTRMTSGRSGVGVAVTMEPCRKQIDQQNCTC
# * marks the source's active call; other numbers are inactive results; ? = inconclusive; . = not tested or not shown; & = joins results of further samples.
SMILES,MOR-DOR inv ag,CAL-PDZ inh HTS,HTR5A inv ag,MOR-DOR ag,HTR5A ag,RTF Ca sens inh,C-LANA FP,V-ATPase pHluor,RTF Ca sens act,Keap1-Nrf2 PPI
COc1cccc(Nc2ccc(N3CCCCC3)cc2)c1OC,-41,4,-1,7.4,4,-7,-0.9,4,6,1
CN(C)c1ncnc2c1ccn2C1OC(CO)C(O)C1O (stereo unspecified),19,-1,22,-3.7,-6,-1,-1.5,1,-2,-3
COc1ccc(-c2nnc(SCC(=O)N3CCCCC3)o2)cc1OC,10,8,11,-2.0,-4,-1,-3.2,-2,4,-2
COc1ccc(Nc2ncnc3sccc23)c(OC)c1,-1,0,-12,0.2,3,6,-0.5,-5,-6,0
CCOC(=O)CSc1nc(-c2ccc(OC)cc2)ns1,9,0,21,-1.6,0,8,0.4,1,6,-4
CCCCn1cc(C(C)(C)C)c(C#N)c1NC(C)=O,13,-1,-10,-2.5,3,-12,1.3,-1,-1,-4
COC(=O)c1nnn(-c2nonc2N)c1-c1cccs1,6,-6,-18,-1.1,-2,3,2.2,0,-5,0
Cc1onc(-c2ccccc2Cl)c1C(=O)NCCn1c(C)cc2ccccc21,2,.,-14,-0.4,5,-8,3.2,0,0,2
O=C(Nc1nccs1)c1ccc(N2C(=O)C3CCCCC3C2=O)cc1 (stereo unspecified),16,1,-8,-3.4,1,-4,-0.5,-4,1,0
Cc1ccc(S(=O)(=O)/N=c2\scc(C)n2C)cc1,8,5,4,-1.8,4,-33,-4.5,7,-7,?
O=C(COc1ccc(Br)cc1)OCc1nnc(-c2ccccc2)o1,-18,0,14,3.0,4,-4,0.3,3,5,2
NC1=C(Br)C(=O)c2ccccc2C1=O,-28,.,8,5.5,-3,-2,-4.8,-4,0,1
CC(C)CN1CCNC(=O)C1CC(=O)N(C)CC1CCOCC1 (stereo unspecified),13,-6,-6,-2.6,6,-4,3.4,1,1,-3
NC(=O)OCC(O)COc1ccc(Cl)cc1 (stereo unspecified),4,1,6,-0.8,-2,2,3.1,1,3,2
COc1cc2nc(CN(C)Cc3ccc(OC)c(OC)c3OC)[nH]c(=O)c2cc1OC,2,-1,-17,-0.5,3,-3,0.2,0,-1,4
CSc1ncccc1C(=O)Nc1ccc(S(=O)(=O)N2CCCC2)cc1,5,-2,17,-1.1,-7,7,0.6,2,-5,-5
O=C(O)CCn1c(C(=O)O)cc2sccc21,-5,-2,16,1.0,3,2,0.6,-9,-5,-2
Cc1ccc(-c2cc(C(=O)OCn3nnc4ccccc4c3=O)c3ccccc3n2)cc1,-3,-2,7,0.6,0,-6,0.5,2,-7,-2
CCC1(c2ccc(C)cc2)NC(=O)N(CC(=O)Nc2cccc(S(=O)(=O)N3CCCC3)c2)C1=O (stereo unspecified),10,-7,-14,-2.6,1,-3,-0.9,-3,2,0
O=C(CSc1ccccn1)Nc1ccc2c(c1)OCCO2,24,.,-5,-4.9,-4,1,0.8,-2,-9,-2
O=C(O)COc1ccccc1Cc1ccccc1,13,0,-18,-2.4,7,-3,-2.3,-1,3,-3
O=C(NC(=S)Nn1cnc2c(cnn2-c2ccccc2)c1=O)c1ccccc1,21,-2,22,-3.8,5,10,0.1,-3,3,-2
CC(OC(=O)CNC(=O)c1ccc2ccccc2c1)C(=O)N(C)C1CCCCC1 (stereo unspecified),8,0,17,-1.6,-6,0,-0.1,-2,-3,-5
O=C(COC(=O)Cc1ccc(Cl)cc1Cl)Nc1ccc(OC(F)F)cc1,-22,0,-13,3.8,4,3,1.1,-1,7,-4
CCOC(=O)c1c(C)[nH]c(C)c1C(=O)COC(=O)c1ccc(O)cc1,4,4,2,-0.8,-1,-5,-0.8,-1,-3,-5
COc1ccc(N2CCN(C(=O)CCS(=O)(=O)c3ccc4c(c3)NC(=O)C(C)S4)CC2)cc1 (stereo unspecified),12,3,22,-2.3,5,2,2.6,-3,-4,1
O=c1oc2ccccc2c2c1C(O)CO2 (stereo unspecified),2,-2,1,-0.6,0,0,0.7,7,-4,-4
O=S(=O)(c1ccc2nc(N3CCN(c4ccccc4)CC3)ccc2c1)N1CCCCC1,12,-3,-6,-2.4,2,-3,-0.1,-1,1,-2
c1ccc(-c2nnc(C(c3ccccc3)c3ccccc3)o2)cc1,-16,1,17,3.1,-5,9,-0.3,3,5,-5
O=C(NNC(=S)Nc1ccccc1)c1ccc2ncccc2c1,17,-5,17,-3.5,-7,-2,-0.8,-3,2,-3
CN1CCN(CCCc2c3c(cc4c2CCC4)CCC3)CC1,10,-3,12,-1.9,-2,-4,-2.7,-4,3,-5
COc1ccc(C/C(N)=N/OC(=O)COc2ccccc2C)cc1,-13,-4,-13,2.1,5,-5,0.3,-3,-5,5
CCOc1ncccc1C(=O)Nc1ccc(F)c(F)c1,-10,-4,-29,2.0,6,-2,2.1,2,0,0
CC[C@@H]1C(c2ccc(F)cc2)=NN(c2ccc(Br)cc2)[C@H]1C(=O)N1CCOC1=O,-21,-1,6,4.3,-1,-5,-2.4,-2,1,-8
COc1ccc(CS(=O)(=O)CC(C)(O)c2ccccc2Cl)cc1 (stereo unspecified),-5,-2,-4,0.9,1,-7,-0.3,2,0,-1
O=C(NCc1cccs1)c1cc2c(s1)CCCC2,7,1,-11,-1.1,-3,-5,-3.2,0,-4,-4
COc1ccc(S(=O)(=O)N2CCCCCC2)cc1C(=O)N(C)CC(=O)Nc1ccc(Cl)c(Cl)c1,0,-7,1,0.0,0,-10,1.5,-3,-8,1
CCN(CC(O)Cn1c2ccccc2c2ccccc21)S(=O)(=O)c1ccc(F)cc1 (stereo unspecified),-30,.,-27,5.6,8,-6,0.1,2,-2,0
COc1cccc(OC)c1C(=O)OCC(=O)NCc1ccco1,10,2,-5,-2.4,2,6,1.0,-2,2,2
CC[C@H]1C/C=C\Cc2ccccc2[C@@H](C(=O)C[C@@H](O)CC(C)=O)OC1=O,15,9,3,-3.1,-1,-6,-1.0,-1,-3,-6
NC(=O)c1cnn(-c2ccc3ccccc3c2)c1N,-1,-2,20,0.2,0,-3,-0.2,-2,2,-3
Cc1ccc(NC(=O)C2CC(=O)N(c3ccccc3Cl)C2)cc1S(=O)(=O)N1CCOCC1 (stereo unspecified),-4,-18,-8,0.9,3,-5,-0.8,0,-4,-2
COc1ccc(C(=O)O/N=C(\N)Cc2ccc(Cl)c(Cl)c2)cc1OC,-127,-6,-143,22*,42*,5,-2.3,0,-9,3
COc1ccccc1CN(C)c1ccc(S(=O)(=O)N2CCN(C)CC2)cn1,5,-8,-4,-1.3,1,-2,1.5,-1,-1,-1
COc1ccc(NC(=S)N2CCN(Cc3ccco3)CC2)c(OC)c1,1,2,12,-0.1,-5,-13,0.8,-6,0,-2
CCOc1ccc(NC(=O)CN2C(=O)S/C(=C/c3cccn3C)C2=O)cc1,4,-5,-9,-0.6,3,4,-0.6,2,2,-1
COc1ccc(NC(=O)COC(=O)/C=C/c2cccs2)c(OC)c1,4,-4,19,-1.1,-8,-8,-0.1,-7,5,-2
O=C(CSc1nc2ccccc2c(=O)n1-c1ccccc1)NCc1ccco1,16,3,7,-3.6,1,-8,3.5,-2,3,-6
NC(=O)c1ccc(NC(=O)COC(=O)c2ccc3c(c2)OCCO3)cc1,14,-4,-24,-2.7,12,-1,2.6,1,4,1
COc1ccc(C2=NS(=O)(=O)N(C)C(C(=O)NCc3ccco3)=C2)cc1OC,-1,.,26,0.2,-9,-5,0.3,7,9,-1
COc1cccc(-c2cc(C(=O)N3C(C)CCCC3C)no2)c1 (stereo unspecified),-27,.,-8,5.0,-4,1,-1.0,2,-4,-5
Cc1cc(C(=O)NCc2cccs2)ccc1[N+](=O)[O-],5,-3,14,-0.7,-1,-12,-0.2,4,1,-2
O=C(CCNC(=O)c1ccc(Cl)cc1)Nc1ccc(S(=O)(=O)N2CCOCC2)cc1,5,0,18,-1.3,-4,2,-0.8,2,-1,4
Cc1cc(=O)[nH]c(N/N=C/c2ccc(OC(=O)c3ccco3)cc2)n1,16,-1,11,-2.4,-4,-12,1.6,-1,1,-3
O=C1NN(c2ccccc2)C(=O)/C1=C/c1ccc(Sc2cccc3ccccc23)o1,14,2,8,-2.6,2,0,1.7,1,6,-6
CC(C)C(NC(=O)c1ccccc1F)C(=O)Nc1ccc2c(c1)OCO2 (stereo unspecified),4,.,34,-0.8,2,-1,1.2,3,6,1
Cc1onc(-c2c(Cl)cccc2Cl)c1C(=O)c1c[nH]c(C(=O)NC2CC2)c1,-12,-3,-25,2.4,-3,-7,-1.1,0,5,-1
COc1ccccc1C(=O)Nc1ccc(N2CCN(Cc3ccccc3)CC2)cc1,-1,1,12,0.1,-3,8,-0.8,0,-3,-2
Cc1cccc(OCC(=O)Nc2nc3ccc([N+](=O)[O-])cc3s2)c1C,-27,-1,5,4.9,-1,1,0.7,-3,4,-2
Cc1ccc(-c2ccc(/C=N/N=C3/NC(=O)C(CC(=O)O)S3)o2)c([N+](=O)[O-])c1 (stereo unspecified),7,-7,5,-1.4,-2,1,-0.3,0,3,-2
# (list continues)
SMILES,MOR-DOR inv ag,CAL-PDZ inh HTS,HTR5A inv ag,MOR-DOR ag,HTR5A ag,RTF Ca sens inh,C-LANA FP,V-ATPase pHluor,RTF Ca sens act,Keap1-Nrf2 PPI
COc1ccc2cc(S(=O)(=O)N3CCCCCC3)ccc2c1,12,-3,-16,-2.4,1,-12,0.4,5,-3,2
COc1cc(C(=O)NC(=S)Nc2ccc3oc(=O)ccc3c2)cc(OC)c1OC,-12,-1,-6,2.1,1,-13,0.5,5,8,-4
CCN(C(=O)COC(=O)c1n[nH]c2ccccc12)C1CCS(=O)(=O)C1 (stereo unspecified),0,1,-12,0.1,3,6,0.1,-1,0,2
Cc1cccc(NC(=O)C2CCN(C(=O)c3ccc(Cl)cc3)CC2)n1,11,-1,-4,-2.0,2,-1,1.6,-3,0,1
COc1ccccc1N1CCN(CC(O)COc2cccc3ccccc23)CC1 (stereo unspecified),-5&-22,-5&-3,-10&-43,0.8&4.0,-1&-4,5&0,-1.6&-1.0,-4&2,5&-1,-3&0

# Rows were taken by chance; overall some 2.8% were active at least once.
